MCF10A rerep – DNA re-replication induction in MCF 10a cells; MCF 10A DNA re-replication, Hoechst nuclear intensity, 48 h; Potency, µM (top dose mostly 46.1 µM), without a hit: at the highest dose activity, positive = re-replication, usual class: activators; hit rate 2.9% among 350,000; AID 624296; further: % of control where 0% means no effect; nearly all actives have a fitted effect of over 50% in size
ATXN2 expr inh – ATXN2 expression inhibition; HEK-293 ATXN2-luciferase reporter, luminescence, 24 h; Potency, µM (highest dose often 57 µM), inactives show at the highest dose activity change, negative = inhibition, usual class: inhibitors; hit rate 0.72% among 360,000; AID 1745845; further: on the % scale 0 is the no-effect control and ±100 the full control effect; nearly all actives have a fitted effect of over 55% in size
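ATXN2-luciferase reporter cells (luciferase flanked by upstream and downstream ATXN2 gene portions) were treated 24 h at 37 °C with compounds at up to 57 uM. SteadyGlo luminescence gave expression; GF-AFC fluorescence gave viability.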
Nrf2 ARE act – Nrf2 pathway activation; AREc32 ARE-luciferase reporter (MCF7-derived line), luminescence, 24 h; Potency, µM (top dose mostly 46.1 µM), inactives show at the top dose activation, actives largely listed as activators; hit rate 0.31% among 410,000; AID 624171; further: % of control where 0% means no effect; nearly all actives have a fitted effect of over 65% in size
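Luminescent ARE reporter assay in AREc32_Fluc cells: overnight plating at 37 deg C, 24 hr compound incubation, Steady-Glo added, 30 min RT before reading.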
HepG2 tox – kills HepG2 cells in TGF-b inhibitor counter-screen; hit rate 0.76% among 410,000; HepG2 CAGA-GFP viability, ATP luminescence, 18 h; Potency, µM (top dose mostly 46.1 µM), inactives show at the top dose activity change, negative = cytotoxicity, usual class: cytotoxic; further: some results filed as inactive show a strong effect at the top dose
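CellTiter-Glo luminescence gave cytotoxicity after 18 hours at 37 degrees C. The cells were HepG2 CAGA-GFP in 1% FBS DMEM, stimulated with 500 pg/mL TGF-beta after compound addition. %Activity was normalised to no-cell wells (complete cell-killing) and DMSO (no toxicity), and curves were fitted and classified.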
TGFb SMAD3 inh – blocks TGF-b signaling | HepG2 CAGA-GFP TGF-b/SMAD3 reporter, GFP fluorescence, 18 h; TGF-beta stimulated, 500 pg/mL final | Potency, µM (series often up to 46.1 µM), without a hit: at the top dose activity, negative = inhibition, most hits filed as inhibitors | hit rate 1.2% among 410,000 | AID 588855; further: on the % scale 0 is the no-effect control and ±100 the full control effect; nearly all actives have a fitted effect of over 65% in size
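Using HEPG2 CAGA-GFP reporter cells at 1000 cells/well, we pinned test compounds, stimulated with recombinant TGF-beta (500 pg/mL final) and measured total well GFP after 18 h.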
A549 viability – counter-screen for Nrf2 inhibitors: cytotoxicity in A549 cells; A549 ARE-Fluc cells, CellTiter-Fluor viability, 18-24 h; Potency, µM (titrated, usually from 46 µM), without a hit: at the highest dose activity change, negative = cytotoxicity, most hits filed as inhibitors; hit rate 0.16% among 390,000; AID 504648; further: on the % scale 0 is the no-effect control and ±100 the full control effect
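Cytotoxicity counterscreen: CellTiter-Fluor fluorescence was measured in A549 ARE_Fluc cells after 18-24 h of compound exposure in a concentration series. The subsequent BugLite luminescent read reports ARE-luciferase activity.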
EPAC2 antag – EPAC2 (human) antagonism. EPAC2 GEF exchange of Rap1B-BODIPY-GDP, fluorescence. Potency, µM (highest dose often 114 µM), without a hit: at the top dose activity, negative = inhibition, usual class: inhibitors. hit rate 0.18% among 360,000; further: on the % scale 0 is the no-effect control and ±100 the full control effect; nearly all actives have a fitted effect of over 45% in size; many of its hits are not listed in these tables
Target sequence (Q8WZA2 whole entry, looked up): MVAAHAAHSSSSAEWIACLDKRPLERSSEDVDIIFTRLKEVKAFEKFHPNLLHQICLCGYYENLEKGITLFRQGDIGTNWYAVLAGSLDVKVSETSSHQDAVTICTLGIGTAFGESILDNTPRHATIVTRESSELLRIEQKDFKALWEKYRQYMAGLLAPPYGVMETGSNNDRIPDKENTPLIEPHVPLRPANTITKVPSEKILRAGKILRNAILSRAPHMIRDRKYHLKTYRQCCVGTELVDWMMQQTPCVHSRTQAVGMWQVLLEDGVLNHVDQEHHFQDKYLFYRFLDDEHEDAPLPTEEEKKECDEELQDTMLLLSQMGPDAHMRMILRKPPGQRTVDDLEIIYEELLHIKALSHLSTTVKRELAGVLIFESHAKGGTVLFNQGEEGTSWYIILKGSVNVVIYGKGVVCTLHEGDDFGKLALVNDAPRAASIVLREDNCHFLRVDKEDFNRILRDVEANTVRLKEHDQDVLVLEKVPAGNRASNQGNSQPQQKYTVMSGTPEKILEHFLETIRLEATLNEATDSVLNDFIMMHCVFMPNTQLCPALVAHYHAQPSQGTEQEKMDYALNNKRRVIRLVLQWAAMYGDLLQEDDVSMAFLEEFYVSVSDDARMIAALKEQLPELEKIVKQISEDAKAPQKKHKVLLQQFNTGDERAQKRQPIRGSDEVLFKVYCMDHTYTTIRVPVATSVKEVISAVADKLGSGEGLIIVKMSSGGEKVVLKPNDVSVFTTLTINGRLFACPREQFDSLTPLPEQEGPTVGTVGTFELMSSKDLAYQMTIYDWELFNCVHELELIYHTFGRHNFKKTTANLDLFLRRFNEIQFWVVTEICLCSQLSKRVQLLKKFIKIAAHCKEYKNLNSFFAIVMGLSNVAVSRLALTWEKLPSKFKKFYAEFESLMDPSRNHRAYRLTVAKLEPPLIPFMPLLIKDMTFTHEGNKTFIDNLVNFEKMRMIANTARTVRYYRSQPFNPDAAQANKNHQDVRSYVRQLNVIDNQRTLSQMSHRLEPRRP
ATXN viability – reduces viability in counter-screen for ATXN expression inhibitors; hit rate 0.49% among 400,000; Potency, µM (doses to about 56.7 µM), actives largely listed as cytotoxic; S2 cells (HEK-293 line with an ATXN2-luciferase reporter) viability, CellTiter-Fluor protease fluorescence, 24 h; further: nearly all actives have a fitted effect of over 40% in size
Nrf2 block – blocks Nrf2 signaling; A549 ARE-Fluc reporter, luciferase luminescence, 18-24 h; Potency, µM (top dose mostly 46 µM), for inactives: top-dose activity change, negative = inhibition, most hits filed as inhibitors; hit rate 2.1% among 360,000; AID 504444; further: on the % scale 0 is the no-effect control and ±100 the full control effect; nearly all actives have a fitted effect of over 60% in size
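Quantitative HTS in A549 cells stably bearing an antioxidant response element-firefly luciferase construct. Inhibition of Nrf2-driven transcription was scored by luminescence after 18-24 h of compound exposure at 37 °C.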
* marks the source's active call; other numbers are inactive results; i = inactive; ? = inconclusive; · = no result given; & = joins results of further samples; [ ] = remark or other dose. The call rests on the fitted dose curve; in most records, active means well fitted curve in the direction sought with a large enough effect; inconclusive means small, poorly fitted or top-dose-only effect, or another doubt; inactive means no such curve, though single readings can be large; an effect the other way counts as inactive or inconclusive. Potency means the concentration at half of the fitted maximal effect.

SMILES	MCF10A rerep	ATXN2 expr inh	Nrf2 ARE act	HepG2 tox	TGFb SMAD3 inh	A549 viability	EPAC2 antag	ATXN viability	Nrf2 block
Cc1cccn2c(=O)cc(COc3ccc(NC(=O)C(C)Oc4ccccc4)cc3)nc12 (configuration not stated)	·	·	1.0%	-18%	-27%	0%	·	·	·
c1cnc2c(OCc3nc4ccccc4[nH]3)cccc2c1	-1%	70%[activator]	8.0%	-30%	14%	-10%	-3%	i	?
COc1cccc(C2NC(C)(C(=O)O)C3C(=O)N(C(C)C)C(=O)C23)c1O (configuration not stated)	?	-1%	-0.9%	-9%	-3%	4%	3%	i	-8%
Nc1ncc(Br)cc1S(=O)(=O)NCCC(=O)N1CCN(c2ncccn2)CC1	6%	6%	-0.1%	6%	-13%	-16%	1%	i	18µM*
CCN(CC)c1ccc(/C=N/NC(=O)c2cccc(S(=O)(=O)Nc3ccccc3OC)c2)cc1	16µM*	-16%	-0.1%	-7%	16%	0%	2%	i	-20%
Cc1ccc(NC(=O)CN(C)C(=O)COc2c(Cl)cc(Cl)c3ccc(C)nc23)cc1	-5%	·	-1.1%	1%	-1%	-9%	-2%	?	?
CC1CN(C(=O)c2cccc(S(=O)(=O)Nc3ccc(Cl)cc3)c2)CC(C)O1 (configuration not stated)	21%	22%	-0.8%	-52%	-22%	0%	?	i	-29%
O=C(COC(=O)c1cc(=O)c2ccccc2o1)NC1CCCC1	1%	2%	-0.3%	-9%	5%	-3%	-8%	i	-1%
O=C(COc1ccc(Cl)cc1)N(Cc1ccco1)Cc1ccco1	·	·	4.1%	-25%	-13%	-4%	·	·	-19%
CN(C)CCn1c(NCc2ccc3c(c2)OCO3)nc2ccccc21	1%	·	0.0%	-33%	-10%	2%	5%	i	2%
COc1ccc(CC(=O)Nc2cccc(-c3cn4ccccc4n3)c2)cc1	?	32%	3.7%	-17%	4%	-8%	-1%	i	8%
COc1cc(S(=O)(=O)NCc2ccccc2)ccc1-n1cnnn1	12%	-5%	-0.1%	-3%	-7%	-4%	2%	i	?
COc1ccccc1NC(=O)N1CCCC(C(=O)Nc2cccc(C)c2C)C1 (configuration not stated)	124%[0.0737 µM]	-4%	0.5%	-5%	17%	-8%	0%	i	?
CCC(=O)N1CCC1(C)C(=O)Nc1cc(-c2ccccc2)nn1C (configuration not stated)	·	21%	-0.5%	-1%	-1%	·	-11%	i	·
C=CCNC(=O)CN1c2cccc3cccc(c23)S1(=O)=O	2%	·	0.7%	-3%	9%	0%	4%	i	19%
Cc1ccc(N(Cc2ccccc2)C(=O)c2cccc(S(=O)(=O)N3CCN(C)CC3)c2)cc1	20%	10%	-0.2%	-4%	0%	7%	-4%	i	13%
Cn1ncc2c(NNC(=O)c3ccc(Cl)c(Cl)c3)ncnc21	?	2%	9.0%	-4%	1%	-3%	-4%	i	10%
Cn1nc(C(=O)OCC(=O)Nc2ccc(SC(F)F)cc2)c2ccccc2c1=O	?	-2%	-0.7%	-33%	-13%	7%	4%	i	6%
O=C(CCNC(=O)c1ccco1)Nc1ccc(Cl)cc1F	-1%	-6%	-0.6%	0%	3%	-1%	22%	i	6%
O=C(NC(=S)NC1CCSC1=O)c1ccccc1F (configuration not stated)	-2%	0%	2.1%	6%	2%	2%	12%	i	8%
CCOC1=C2CN(S(=O)(=O)c3ccc(C)cc3)[C@H](c3ccccc3)C[C@H]2[C@H]2C(=O)N(c3ccccc3)C(=O)[C@H]2C1	·	-1%	-0.7%	7%	-23%	·	15%	i	·
CCOc1ccc(NC(=O)C(CC)n2nc(C)c3c(C)n(-c4ccccc4)nc3c2=O)cc1 (configuration not stated)	7%	0%&-16%	0.0%&2.8%	-7%&-13%	-12%&-21%	-3%&3%	2%	i	-24%&-17%
CC(=O)N1CCc2cc(S(=O)(=O)NC(Cc3ccccc3)C(=O)NCc3ccc(C)cc3)ccc21 (configuration not stated)	·	1%	-0.3%	-18%	?	-1%	·	i	-14%
COc1ccc(S(=O)(=O)N2CCOC2CNC(=O)C(=O)NCCc2ccccc2)cc1OC (configuration not stated)	6%	-10%	-0.5%	-1%	1%	5%	-4%	i	17%
COc1ccc(OC)c(NC(=O)CC2C(=O)NCCN2C(=O)Nc2cccc(Cl)c2)c1 (configuration not stated)	5%	-28%	2.3%	-30%	2%	2%	0%	i	·
CCc1ccc(NC(=O)CC2C(=O)N(c3cccc(OC)c3)C(=O)N2Cc2ccco2)cc1 (configuration not stated)	·	·	-0.4%	-24%	-11%	-2%	·	·	-15%
NNC(=O)CC1=NNC(=O)C1	0%	-9%	-0.4%	4%	5%	1%	-3%	i	-11%
Cc1ccc(OCC(O)CN2C(=O)NC(C)(C)C2=O)cc1C (configuration not stated)	-11%	12%	-0.1%	0%	-11%	0%	-7%	i	-13%
CCCCCn1c(CN2CCN(c3ccc(OC)cc3)CC2)nc2c1c(=O)[nH]c(=O)n2C	·	-24%	-2.2%	-18%	?	0%	·	i	-11%
COc1ccc(CNC(=O)CN(C(=O)Cn2nnc(-c3ccccc3F)n2)c2ccc(C)cc2)cc1	-1%	-8%[11.3 µM]	0.1%	-16%	-5%	0%	-4%	i	7%

Nine structures out of the list, arranged by length of the SMILES, descending.
SMILES	MCF10A rerep	ATXN2 expr inh	Nrf2 ARE act	HepG2 tox	TGFb SMAD3 inh	A549 viability	EPAC2 antag	ATXN viability	Nrf2 block
CCOC1=C2CN(S(=O)(=O)c3ccc(C)cc3)[C@H](c3ccccc3)C[C@H]2[C@H]2C(=O)N(c3ccccc3)C(=O)[C@H]2C1	·	-1%	-0.7%	7%	-23%	·	15%	i	·
CC(=O)N1CCc2cc(S(=O)(=O)NC(Cc3ccccc3)C(=O)NCc3ccc(C)cc3)ccc21 (configuration not stated)	·	1%	-0.3%	-18%	?	-1%	·	i	-14%
CCc1ccc(NC(=O)CC2C(=O)N(c3cccc(OC)c3)C(=O)N2Cc2ccco2)cc1 (configuration not stated)	·	·	-0.4%	-24%	-11%	-2%	·	·	-15%
CCCCCn1c(CN2CCN(c3ccc(OC)cc3)CC2)nc2c1c(=O)[nH]c(=O)n2C	·	-24%	-2.2%	-18%	?	0%	·	i	-11%
COc1ccc(OC)c(NC(=O)CC2C(=O)NCCN2C(=O)Nc2cccc(Cl)c2)c1 (configuration not stated)	5%	-28%	2.3%	-30%	2%	2%	0%	i	·
Cn1nc(C(=O)OCC(=O)Nc2ccc(SC(F)F)cc2)c2ccccc2c1=O	?	-2%	-0.7%	-33%	-13%	7%	4%	i	6%
Cn1ncc2c(NNC(=O)c3ccc(Cl)c(Cl)c3)ncnc21	?	2%	9.0%	-4%	1%	-3%	-4%	i	10%
Cc1ccc(OCC(O)CN2C(=O)NC(C)(C)C2=O)cc1C (configuration not stated)	-11%	12%	-0.1%	0%	-11%	0%	-7%	i	-13%
O=C(CCNC(=O)c1ccco1)Nc1ccc(Cl)cc1F	-1%	-6%	-0.6%	0%	3%	-1%	22%	i	6%

The list continues.
SMILES	MCF10A rerep	ATXN2 expr inh	Nrf2 ARE act	HepG2 tox	TGFb SMAD3 inh	A549 viability	EPAC2 antag	ATXN viability	Nrf2 block
O=C(Nc1ccc(F)cc1)C1CCCN(c2ncnc3c2nc2n3CCCCC2)C1 (configuration not stated)	·	·	3.8%	-31%	?	-10%	·	·	·
CN(C)CCCn1c(=O)n(Cc2ccccc2)c(=O)c2c3c(sc21)CCCCC3	-1%	-32%	3.3%	-85%	?	4%	-8%	i	17%
COc1cccc(CNC(=O)Cn2c(=O)oc3cc(S(=O)(=O)N4CCCCC4)ccc32)c1	-2%	·	0.2%	-25%	-26%	-3%	-3%	i	-3%
CCC12CN3CC(C)(CN(C1)C3c1c[nH]c3ccccc13)C2=O (configuration not stated)	·	1%	-0.3%	0%	?	0%	·	?	-1%
Cc1ccc2nc(SCc3ccccc3)c(C=O)c(=O)n2c1	1%	21%	7.6%	9%	11%	-2%	9%	i	10%
CCOC(=O)c1c(NC(=O)CSc2nnc3ccccn23)sc2c1CCC2	-1%	·	0.5%	-7%	-6%	17%	-20%	i	14%
O=C(NCCN1C(=O)S/C(=C\c2ccc(Cl)c(Cl)c2)C1=O)C1COc2ccccc2O1 (configuration not stated)	5%	6%[11.3 µM]	-0.7%	-2%	?	0%	-3%	i	-8%
Cc1ccccc1NC(=O)c1ccccc1NC(=O)c1ccccc1Cl	·	·	0.0%	-7%	-5%	0%	·	·	2%
CCN1N=C(C)C=C(c2ccccc2)n2c1nc1ccccc12	3%	2%	-0.1%	-3%	12%	-2%	-8%	i	-2%
CCNCCNC(=O)c1c(O)c2c([nH]c1=O)CCCC2	14%	5%	-0.8%	11%	1%	2%	6%	i	6%
CCNC(=O)COc1cc(C)c(Cl)c(C)c1	3%	-14%	0.0%	0%	-3%	-7%	-1%	i	-22%
CCc1n[nH]c(=O)c2cc3cc(OC)ccc3n12	3%	1%	0.4%	-3%	2%	-6%	1%	i	?
CC(Oc1cccc(Cl)c1)C(=O)Nc1ccc(S(=O)(=O)Nc2ncccn2)cc1 (configuration not stated)	-4%	2%	0.2%	-4%	15%	-8%	0%	?	-16%
COC(=O)c1cc(OC)c(OC)cc1NCC(=O)Nc1ccc(C)cc1	2%	-1%	2.8%	7%	-4%	1%	-2%	?	2%
CN(C)CCCn1c2c(c(SCC(=O)Nc3ccc4c(c3)OCCO4)nc1=O)CCCC2	·	·	-0.4%	-16%	-1%	·	-1%	i	·
O=C(NCCC1=CCCCC1)c1c(O)nc2sccn2c1=O	18%	8%	-0.3%	1%	2%	?	11%	i	?
COc1ccccc1N1CCN(C/C(C)=C/c2ccccc2)CC1	4%	-7%	-0.3%	-19%	-10%	19%	-8%	i	11%
O=C(COC(=O)CNC(=O)c1ccccc1)Nc1ccc(Cl)cc1C(F)(F)F	2%	-10%	-0.7%	-17%	-1%	5%	-8%	i	4%
O=C(COC(=O)c1ccco1)NC(c1ccccc1)c1ccccc1	-5%	·	-1.2%	-20%	-11%	14%	-8%	i	1%
C/C=C1\COC(C(=O)NCCOCCO)(C(F)(F)F)C=C1C=C1CCCCC1 (configuration not stated)	·	·	·	-57%	13µM*	0%	·	·	7%
COc1ccc(N2CCN(c3ncnc4c3cnn4C)CC2)cc1	·	·	0.4%	-13%	-7%	1%	·	·	·
CNC(=O)NC(=O)CSc1ccc(S(=O)(=O)N(C)C2CCCCC2)cn1	15%	-14%	0.1%	0%	12%	1%	1%	i	0%

A portion of the library; count on the stated rates, not on these rows.
